Screening data as filed in PubChem BioAssay.
Rtt109 Vps75 = inhibitors of C. albicans Rtt109/Vps75 HAT, primary screen, biochemical, ThioGlo CoA-SH fluorescence, plate reader; Histone acetyltransferase RTT109 (Candida albicans (strain SC5314 / ATCC MYA-2876)), …; purified Rtt109/Vps75, 4 h; inhibition, % at 34.9 µM; 330,000 tested, 0.16% active; AID 540336, 2011;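 active means inhibition of at least 50% in every replicate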
Target sequence (Q5AAJ8 whole entry, looked up): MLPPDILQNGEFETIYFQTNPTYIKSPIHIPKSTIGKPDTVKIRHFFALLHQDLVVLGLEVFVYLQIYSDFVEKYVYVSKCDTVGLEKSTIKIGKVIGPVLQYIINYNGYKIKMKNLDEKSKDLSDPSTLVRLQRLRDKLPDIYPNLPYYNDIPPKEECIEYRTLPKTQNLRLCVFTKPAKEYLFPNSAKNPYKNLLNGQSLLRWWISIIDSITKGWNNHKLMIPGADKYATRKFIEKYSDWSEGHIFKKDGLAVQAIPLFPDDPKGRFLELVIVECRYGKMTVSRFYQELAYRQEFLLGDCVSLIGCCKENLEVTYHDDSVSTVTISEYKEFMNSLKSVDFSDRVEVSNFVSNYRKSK
DAGLB inh = DAGLB lipase inhibitors, primary screen, biochemical, fluorescence, HTS; 340,000 tested, 0.059% active; inhibition, % at 5.17 µM; Diacylglycerol lipase-beta (Homo sapiens), Q8NCG7; HEK293T DAGLB membrane lysate, EnzChek fluorogenic substrate; in the data active means inhibition above about 34%;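 further: 0% = enzyme with vehicle and 100% = wells lacking enzyme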
Target sequence (Q8NCG7 whole entry, looked up): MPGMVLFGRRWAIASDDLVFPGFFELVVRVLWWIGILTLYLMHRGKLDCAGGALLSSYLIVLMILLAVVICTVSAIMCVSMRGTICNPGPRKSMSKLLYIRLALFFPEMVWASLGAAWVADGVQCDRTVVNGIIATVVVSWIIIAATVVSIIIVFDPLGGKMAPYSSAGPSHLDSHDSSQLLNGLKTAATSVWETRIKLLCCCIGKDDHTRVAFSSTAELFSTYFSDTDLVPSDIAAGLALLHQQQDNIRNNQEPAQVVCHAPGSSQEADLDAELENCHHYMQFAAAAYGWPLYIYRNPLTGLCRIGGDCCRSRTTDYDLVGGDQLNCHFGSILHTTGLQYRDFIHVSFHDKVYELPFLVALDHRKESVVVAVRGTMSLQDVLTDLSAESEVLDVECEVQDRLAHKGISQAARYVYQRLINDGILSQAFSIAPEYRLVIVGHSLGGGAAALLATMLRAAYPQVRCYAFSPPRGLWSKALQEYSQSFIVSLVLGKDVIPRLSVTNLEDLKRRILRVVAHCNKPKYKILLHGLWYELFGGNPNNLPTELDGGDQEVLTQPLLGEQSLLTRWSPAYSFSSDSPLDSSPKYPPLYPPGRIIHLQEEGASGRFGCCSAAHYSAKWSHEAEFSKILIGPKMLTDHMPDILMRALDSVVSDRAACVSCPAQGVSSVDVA
phage Ecoli inh = growth loss of phage-infected E. coli, primary screen, RecBCD inhibitor project, absorbance, with phage, HTS. 360,000 tested, 0.26% active. inhibition, % at 11.9 µM; in the data active means inhibition above about 11%
Wnt bcat act = Wnt/beta-catenin pathway activators, primary screen, cell-based, plate reader, single point | AID 743398, 2014 | activation, % at 9.35 µM | 300,000 tested, 1.2% active | Wnt/beta-catenin reporter cell assay, activator; in the data active means activation above about 30%, passing the limit was not always enough;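 further: 0% = neutral control wells and 100% = positive control wells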
E coli growth = E. coli V3065 growth inhibition, primary screen, counter-screen for AddAB inhibitor project, absorbance, OD600 | inhibition, % at 11.9 µM | 330,000 tested, 0.27% active | 18 h | AID 449728, 2010;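 active means inhibition above the campaign's mean inhibition across all tested compounds plus 3 SD, cut at about 9.9% in these data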;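 further: uninfected addAB+ strain grown without phage in ampicillin broth; 0% = DMSO wells and 100% = ciprofloxacin 0.95 µg/ml wells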
PfHsp90 set2 = growth inhibition of PfHsp90-expressing yeast, primary screen, antimalarial PfHsp90 inhibitor project, S. cerevisiae, BacTiter-Glo luminescence, single point, set 2. AID 504621, 2011. BacTiter-Glo ATP, 48 h; yeast lacking PDR1 and PDR3 efflux regulators. inhibition, % at 9.4 µM. 310,000 tested, 0.32% active;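 active means every replicate shows inhibition above about 80%, whatever the replicate mean, limit read from the data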;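 further: 0% = DMSO neutral controls and 100% = 20 µM radicicol positive controls; yeast relying on Plasmodium falciparum Hsp90 in place of its own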
PvdQ inh = P. aeruginosa PvdQ acylase inhibitors, primary screen, biochemical, fluorescence, plate reader and imaging, single point | PvdQ acylase [Pseudomonas aeruginosa LESB58] | purified PvdQ acylase | inhibition, % at 10 µM | 340,000 tested, 0.063% active | AID 488965, 2010; in the data active means inhibition above about 30%, passing the limit was not always enough;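 further: 0% = vehicle neutral wells and 100% = reference inhibitor wells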
Tat transport = E. coli Tat export inhibitors, primary screen, MC4100, TorA-mCherry reporter, fluorescence, single point; inhibition, % at 10 µM; 340,000 tested, 0.036% active; AID 488895, 2010;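 active means mean replicate inhibition at least 50% and at least half of replicates individually reaching 50%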;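 further: exported cargo escapes ClpAP degradation while cytoplasmic cargo is degraded and loses fluorescence; 0% = median of neutral control wells and 100% = median of NaSCN control wells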
AddAB inh = growth inhibition of E. coli expressing H. pylori AddAB, primary screen, AddAB inhibitor project, absorbance | inhibition, % at 11.9 µM | 330,000 tested, 0.29% active | AID 435030, 2010; in the data active means inhibition above about 12%;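 further: 0% = vehicle wells of infected cells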
CAL PDZ FP = CAL PDZ peptide-binding inhibitors, primary screen, biochemical, fluorescence polarization, Cer-tagged CAL PDZ, HTS | Golgi-associated PDZ and coiled-coil motif-containing protein (Homo sapiens), Q9HD26 | purified CAL PDZ, TMR-peptide fluorescence polarization, 1 h | inhibition, % at 20 µM | 330,000 tested, 0.02% active;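 active means highest replicate inhibition of at least 40%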;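 further: plate controls were DMSO neutral control wells for no effect and unlabeled competitor peptide control wells for full effect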
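Test system: purified CerCALP PDZ construct; Compound dosing: one concentration, 20 µM compound; Also added: TMR-labelled reporter peptide T*-PRC34 bound in PDZ groove; Read-out: inhibition from polarization loss; Controls: unlabelled peptide and DMSO controls; Signal: FP readout, S and P plane fluorescence; Incubation: 1 h at RT.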
Starred values were filed as active, the others as inactive; nt = not tested or not shown. Compounds as they come; any-hit rate near 1.9%.

SMILES	Rtt109 Vps75	DAGLB inh	phage Ecoli inh	Wnt bcat act	E coli growth	PfHsp90 set2	PvdQ inh	Tat transport	AddAB inh	CAL PDZ FP
C#CCOCCOCCOCCNc1nc(N2CCN(C(=O)C(CCC(=O)O)n3cc(C(N)CC(C)C)nn3)CC2)nc(N2CCN(C(=O)C(Cc3cc4ccccc4[nH]3)n3cc(C(N)Cc4ccc(O)cc4)nn3)CC2)n1 (configuration not stated)	13	3	nt	nt	-3.9	-3	-7	-1	2.2	0.4
CCOc1ccc(CNC(=O)CCn2c(=O)oc3ccccc32)cc1OC	-8	0	2.7	4	-2.9	8	-7	-4	0.8	-2.0
O=C(CCCC(=O)N(CC(=O)NC1CCCC1)Cc1ccccc1Cl)Nc1ccccn1	-2	1	0.2	nt	0.1	14	-16	-10	0.7	nt
CC1=CC(c2ccccc2)n2nc(NC(=O)CCCC(=O)O)nc2N1 (configuration not stated)	-3	-2	2.1	-2	0.7	19	17	2	2.2	nt
CC1Sc2ccc(S(=O)(=O)CCC(=O)Nc3ccccn3)cc2NC1=O (configuration not stated)	-20	0	2.8	-3	-0.1	15	-9	-9	2.2	0.0
CC(OC(=O)CNC(=O)c1cccc(F)c1)C(=O)NC1CCCCC1C (configuration not stated)	4	1	-0.4	-4	3.2	nt	-9	1	2.9	-2.6
CCCOc1ccc(N2C(=O)CC(N(Cc3ccc(OC)cc3)C(=S)Nc3ccccc3)C2=O)cc1 (configuration not stated)	-3	-5	2.5	nt	2.6	-8	-14	0	1.7	-0.9
CCOC(=O)Nc1cccc(OCC(=O)Nc2ccccc2OCC)c1	2	-7	1.6	1	-1.1	13	-3	-5	3.7	-1.0
Cc1ccc(N2C(=NC(=O)c3ccccc3)SC3CS(=O)(=O)CC32)cc1 (configuration not stated)	20	-1	1.2	0	-1.1	-18	2	1	0.1	-1.8
Cc1onc(-c2ccccc2Cl)c1C(=O)OCC(=O)c1ccc2c(c1)OCCO2	1	-8	0.6	0	-1.6	nt	-9	2	-0.3	-1.3
CC(=O)c1ccc(-c2ccc([C@H]3[C@@H]4C=CCC[C@@]4(C)C(=O)N3Cc3ccccc3)c(F)c2)cc1	14	-7	0.6	-6	-0.3	28	7	-10	1.2	-1.1
O=C(COC(=O)c1ccc(O)cc1)Nc1ccc(OC(F)F)cc1	4	3	5.8	0	1.4	-7	-7	3	2.1	-1.1
COc1ccc(OCc2nnc(SC(C)C(=O)Nc3ccc(N4CCOCC4)cc3)n2C)cc1 (configuration not stated)	-1	-1	0.0	-1	nt	nt	-17	0	nt	0.1
CC(=O)Nc1ccc(S(=O)(=O)N2CCN(C(=O)c3ccccc3F)CC2)cc1	nt	1	2.8	1	0.7	nt	-15	10	4.8	-1.4
O=C(NCc1cccnc1)C1CC(c2ccc(F)cc2)=NO1 (configuration not stated)	-2	-10	nt	0	-0.2	nt	-12	-2	-0.4	-1.4
COC(=O)C1CCCN1C(=O)COc1ccc(Cl)cc1Br (configuration not stated)	0	-2	0.6	nt	-2.7	-7	-4	7	-0.2	0.4
O=C(Nc1cccc(Cl)c1)OCc1cnc(Cl)s1	8	-4	4.5	nt	2.2	nt	4	3	5.2	0.1
COc1cccc(C2C(C(C)=O)=C(O)C(=O)N2Cc2ccco2)c1 (configuration not stated)	2	4	1.5	0	3.8	-17	-8	4	3.8	-1.2
O=C(NCCCn1ccnc1)c1ccco1	6	-1	3.1	nt	0.7	nt	-2	6	1.4	0.5
COc1cccc(CC(NC(C)=O)C(=O)NC2CCN(S(=O)(=O)c3ccc(C)cc3)CC2)c1OC (configuration not stated)	-4	0	3.4	2	-1.0	-10	-2	-5	-0.1	-0.7

Exported with two lines to a compound: entries from further up.
Order of values: Rtt109 Vps75, DAGLB inh, phage Ecoli inh, Wnt bcat act, E coli growth, PfHsp90 set2, PvdQ inh, Tat transport, AddAB inh, CAL PDZ FP
CC(=O)Nc1ccc(S(=O)(=O)N2CCN(C(=O)c3ccccc3F)CC2)cc1
    nt, 1, 2.8, 1, 0.7, nt, -15, 10, 4.8, -1.4
O=C(NCc1cccnc1)C1CC(c2ccc(F)cc2)=NO1 (configuration not stated)
    -2, -10, nt, 0, -0.2, nt, -12, -2, -0.4, -1.4
COC(=O)C1CCCN1C(=O)COc1ccc(Cl)cc1Br (configuration not stated)
    0, -2, 0.6, nt, -2.7, -7, -4, 7, -0.2, 0.4
O=C(Nc1cccc(Cl)c1)OCc1cnc(Cl)s1
    8, -4, 4.5, nt, 2.2, nt, 4, 3, 5.2, 0.1

Continuation.
SMILES	Rtt109 Vps75	DAGLB inh	phage Ecoli inh	Wnt bcat act	E coli growth	PfHsp90 set2	PvdQ inh	Tat transport	AddAB inh	CAL PDZ FP
COc1cc(C(=O)OCC(=O)NCC2CCCO2)cc(OC)c1OC (configuration not stated)	-4	-3	-0.1	5	-1.1	nt	-5	4	0.0	-0.5
O=C(Nc1ccc(Br)cc1)Nc1ccccc1Cl	nt	-11	6.3	31*	2.5	-12	-30	3	2.7	-0.2
CCNC(=S)Nc1ccc(Cl)cc1Cl	7	0	5.1	-1	1.0	-6	0	-10	7.6	1.1
CC1c2[nH]c3ccccc3c2CCN1S(C)(=O)=O (configuration not stated)	-3	0	0.6	-6	-1.7	-26	-21	1	1.4	-1.7
O=[N+]([O-])c1ccc2nc(-c3ccc(Cl)cc3)n(OCc3ccccc3)c2c1	16	-1	1.7	65*	5.8	-44	-2	-9	7.7	0.1
CC(C)CNC(CC(=O)Nc1cccc([N+](=O)[O-])c1)C(=O)O (configuration not stated)	3	0	0.9	5	0.8	-15	-12	13	2.4	-0.1
O=C(NCC1CCCO1)c1cc(C(=O)C2CC2)c[nH]1 (configuration not stated)	1	-1	3.1	-1	0.5	32	-12	1	1.8	4.6
C/C(Cc1ccccc1)=N\NC(=O)c1cc(C(C)(C)C)[nH]n1	2	-3	6.7	5	3.0	38	-4	-8	-1.2	-2.2
Cc1nc2ccccc2n1CCc1ccccc1	-69	-1	1.6	0	0.0	5	3	-6	2.2	-4.7
Cc1ccccc1Cn1c(-c2cncs2)nc2ccccc21	-1	-1	1.6	7	-0.7	3	-2	21	-0.9	-2.6
CC(C)CC1(C)NC(=O)N(CC(=O)Nc2ccc3c(c2)OCCO3)C1=O (configuration not stated)	29	-1	2.9	-2	-0.1	-9	12	-12	-0.7	-1.0
CN(C(=O)COC(=O)c1ccc(=O)n(Cc2ccccc2)n1)c1ccccc1	-6	2	3.4	-1	2.2	0	-25	4	1.9	-1.3
COc1ccc(NC(=O)Nc2ccc3c(c2)C(=O)N([C@H](C)CO)C[C@H](C)[C@@H](CN(C)C(=O)NC2CCCCC2)O3)cc1	3	4	3.7	-1	-0.4	11	-4	7	1.2	-0.1
O=C(C[C@H]1C/C=C\C[C@H](Cc2ccc(F)cc2)C(=O)O[C@@H](c2ccccc2)CNC1=O)NCCO	4	0	2.8	2	0.0	-20	-14	0	1.9	1.0
CCOC(=O)N1CCN(C(=O)c2ccccc2Oc2ccccc2)CC1	-4	1	1.4	nt	-1.0	9	-2	4	-0.1	-1.6
Nc1nonc1-n1nnc(C(=O)N/N=C/C2CCCCC2)c1-c1ccccc1	0	2	-0.6	-1	-0.6	-13	-16	-3	1.5	-0.7
COc1cc(OC)cc(C(=O)Nc2ccccc2-c2nnn(CC(N)=O)n2)c1	-6	0	7.0	1	1.0	5	1	-9	1.3	-3.5
CN(C(=O)COc1ccc(Cl)cc1)C1(C)CCS(=O)(=O)C1 (configuration not stated)	-11	-1	0.6	0	1.1	-3	-17	-2	0.2	-1.5
Cc1ccc(CN2CCNC(=O)C2CC(=O)N(C)Cc2cnccn2)cc1 (configuration not stated)	-25	-3	-1.0	-1	1.9	-46	0	1	4.8	-1.9
Nc1nc(SCc2ccc(Br)cc2)n[nH]1	7	-2	1.7	4	-0.7	21	-17	-7	0.4	-1.0
COc1ccccc1/C=C/C=N/N1CCN(Cc2ccc(Cl)cc2)CC1	15	-10	-0.1	nt	-6.5	nt	-6	3	0.8	-0.6
C=CCNCCCCOc1ccc(OCC)cc1	-10	-4	3.4	-5	3.9	2	-20	2	2.1	nt
O=C(c1ccc(NS(=O)(=O)c2ccccc2)cc1)N1CCCCCC1	2	0	0.8	-1	nt	-2	-2	3	nt	-3.1
CC(Sc1nnc(-c2ccccc2)c(-c2ccccc2)n1)C(=O)Nc1ncc(Cl)cc1Cl (configuration not stated)	0	-9	4.2	-3	1.0	19	-10	3	3.1	-3.3
Cc1cc(Br)ccc1NC(=O)C1C2CCC(O2)C1C(=O)O (configuration not stated)	-6	1	3.7	1	0.9	4	1	-7	1.3	0.6
COc1cccc(/C=N/NC(=O)CNC(=O)COc2cccc(C)c2)c1O	3	-2	0.8	-8	-4.9	-15	-5	-5	1.4	-1.2
Cc1ccc(NC(=O)COC(=O)CCc2ccccc2)cc1S(=O)(=O)N1CCOCC1	10	-4	3.2	-3	-1.0	1	-3	-1	-0.3	-1.3
O=C(Nc1cccc(Cl)c1Cl)C1CC(=O)N(c2ccc(Br)cc2)C1 (configuration not stated)	-8	-4	-0.9	nt	-0.7	-16	-11	-2	-0.1	-3.6
CCOC(=O)c1ccc(-n2c(CN3CCN(CCO)CC3)nc3ccc([N+](=O)[O-])cc3c2=O)cc1	-4	2	4.4	23	3.1	-11	-16	-6	0.2	-2.2
COc1cccc(C(=O)Nc2nnc(-c3cccs3)s2)c1	2	-3	1.6	nt	-1.8	16	-10	2	-2.2	-1.3
COc1cc2c3c(c1OC)C1(C=CC(=NO)C=C1)CC3N(C(C)=O)CC2 (configuration not stated)	2	3	1.8	0	2.1	-19	-7	6	-0.7	1.3
O=C(N[C@@H]1CCC(=O)N(CC[C@H](Oc2ccccc2)c2ccccc2)CC1)OCc1ccccc1	1	0	-0.9	-7	-2.1	nt	-3	3	2.8	-0.1
Cn1cccc1C(=O)OCC(=O)NNC(=O)c1ccc([N+](=O)[O-])cc1	5	1	0.9	-1	2.0	3	3	-6	0.2	-1.2
Cc1cccc(N2CCN(C(=O)CCC(=O)N3Cc4ccccc4Oc4ncccc43)CC2)c1C	-1	5	2.7	-1	-1.6	11	-16	17	1.2	-3.0
C[C@H](NC(=O)c1cc2c([nH]c3ccccc32)c(-c2ccccc2)n1)C(=O)O	5	1	2.2	-4	-1.0	4	-12	-7	-1.7	-10
c1ccc2c(c1)nc(-c1ccncc1)n1nnnc21	-6	-1	1.4	nt	-0.2	-14	-5	-5	-0.8	-0.6
O=C(NC(=S)Nc1ccccc1N1CCN(C(=O)c2ccccc2)CC1)c1ccccc1F	-15	-4	1.7	-3	-0.2	-68	-3	7	-0.3	-3.5
O=C(O)c1ccc(N/N=C/c2ccncc2)cc1	-6	-1	-0.8	8	0.7	2	-1	1	-0.2	2.0
NC(=O)C1CCN(C(c2ccccc2)c2nnnn2C2CCCC2)CC1 (configuration not stated)	8	-2	2.7	nt	0.0	nt	19	8	2.0	-2.1
